Source: PubChem BioAssay (several laboratories)
CHOP inhibitor = CHOP inhibition in unfolded protein response | CHO-K1 CHOP-promoter luciferase, tunicamycin-induced, 15-18 h | inhibition, % at 10 µM | actives 3.8% (n = 220,000) | AID 2732;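 active means compounds that reduced the stress-induced luciferase reporter signal by more than about 70% of percent inhibition, limit read from the data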;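 further: 0% = tunicamycin plus vehicle and 100% = wells without tunicamycin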
S1P4 agonist = human S1P4 receptor agonism; O95977; S1P4-expressing cell line, agonist reporter assay; activation, % at 4.98 µM; actives 0.35% (n = 220,000); AID 1509; in the data active means activation above about 11%;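 further: 0% = DMSO vehicle and 100% = reference agonist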
Target sequence (O95977 whole entry, looked up): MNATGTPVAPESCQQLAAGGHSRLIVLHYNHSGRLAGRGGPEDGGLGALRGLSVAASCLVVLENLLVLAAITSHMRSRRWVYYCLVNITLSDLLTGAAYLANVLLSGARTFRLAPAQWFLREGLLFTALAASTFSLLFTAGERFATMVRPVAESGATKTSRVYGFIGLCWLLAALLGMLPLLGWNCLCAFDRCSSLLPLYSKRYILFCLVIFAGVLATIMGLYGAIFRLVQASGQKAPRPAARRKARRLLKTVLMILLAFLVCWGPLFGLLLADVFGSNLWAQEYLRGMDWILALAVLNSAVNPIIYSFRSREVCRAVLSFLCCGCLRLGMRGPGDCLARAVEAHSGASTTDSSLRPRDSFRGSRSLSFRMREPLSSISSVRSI
NPY Y1 blocker = antagonists of human neuropeptide Y receptor Y1 | P25929 | HEK293-CNG Y1 cells, membrane potential fluorescence; NPY at EC95, then isoproterenol | inhibition, % at 3.6 µM | actives 1% (n = 200,000) | AID 1040;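 active means inhibition above the campaign mean inhibition of all tested compounds plus 3 SD, cut at about 20% in these data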;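 further: 0% = DMSO wells given NPY plus isoproterenol and 100% = isoproterenol alone without NPY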
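material = HEK293 cells with Y1 receptor plus CNG channel | also added = NPY 25 nM then isoproterenol 1 µM plus Ro 20-1724 25 µM | schedule = dye 3 h, compound 60 min room temperature, stimulation 45 min | measured by = membrane potential fluorescence | benchmarks = high control isoproterenol alone, low control NPY with isoproterenol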
S1P4 antagonist = antagonists of human S1P4 receptor. O95977. actives 0.26% (n = 220,000). S1P4-expressing cells, antagonist mode, reporter read-out. inhibition, % at 4.98 µM; in the data active means inhibition above about 29%;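 further: 0% = wells stimulated with agonist and 100% = vehicle wells without agonist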
BaF3 tox = parental Ba/F3 viability inhibition as JAK2V617F counter-screen; CellTiter-Glo ATP luminescence; inhibition, % at 5.6 µM; actives 1.1% (n = 220,000);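 active means inhibition above a per-campaign cutoff, the mean inhibition of all tested compounds plus 3 SD, cut at about 27% in these data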;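 further: 0% = DMSO wells and 100% = JAK Inhibitor I control wells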
NPY2 pot ag = potentiators or agonists of human neuropeptide Y receptor Y2. activation, % at 3.6 µM. actives 0.45% (n = 220,000). cells expressing NPY-Y2, potentiator/agonist read-out; in the data active means activation above about 27%;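 further: cells stimulated with NPY near EC25 plus isoproterenol at EC100; 0% = vehicle plus submaximal agonist and 100% = vehicle plus saturating agonist; some results beyond the cut were filed as inactive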
NPY1 pot ag = human NPY-Y1 potentiation or agonism, primary screen; P25929; NPY-Y1 expressing cells, potentiator/agonist activation; activation, % at 3.6 µM; actives 0.37% (n = 220,000); in the data active means activation above about 33%, passing the limit was not always enough;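 further: cells stimulated with NPY at EC10 then isoproterenol at EC100; 0% = low agonist plus stimulus and 100% = saturating agonist plus stimulus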
NCF1 inh = inhibitors of human p47phox binding. P14598. inhibition, % at 24.7 µM. p47phox/p22phox peptide binding, fluorescence polarization, 2 h. actives 0.53% (n = 220,000). AID 1274;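 active means inhibition above about 30%, limit read from the data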;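 further: 0% = p47phox with labelled peptide and 100% = labelled peptide alone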
Target sequence (P14598 whole entry, looked up): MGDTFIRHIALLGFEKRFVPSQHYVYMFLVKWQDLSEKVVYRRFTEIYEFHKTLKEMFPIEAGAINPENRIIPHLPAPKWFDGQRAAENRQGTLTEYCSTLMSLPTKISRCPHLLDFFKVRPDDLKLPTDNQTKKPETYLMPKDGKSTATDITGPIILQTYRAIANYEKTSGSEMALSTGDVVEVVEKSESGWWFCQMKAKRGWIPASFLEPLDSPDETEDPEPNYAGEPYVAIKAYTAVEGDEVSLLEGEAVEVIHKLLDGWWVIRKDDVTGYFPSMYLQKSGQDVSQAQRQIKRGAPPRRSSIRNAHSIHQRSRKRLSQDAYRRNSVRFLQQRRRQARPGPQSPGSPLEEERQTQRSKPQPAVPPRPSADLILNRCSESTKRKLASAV
Ba/F3 V617F tox = loss of viability in JAK2V617F-driven Ba/F3 cells. Ba/F3 EpoR-JAK2V617F viability, ATP luminescence. inhibition, % at 5.6 µM. actives 1.1% (n = 220,000). AID 1446;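 active means inhibition above the campaign mean plus 3 SD over all tested compounds, cut at about 24% in these data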;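 further: cytokine-independent growth of Ba/F3 cells driven by EpoR plus mutant JAK2; 0% = DMSO-treated cells and 100% = JAK inhibitor I control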
* = called active by the depositor; x = not tested or not shown.

SMILES | CHOP inhibitor | S1P4 agonist | NPY Y1 blocker | S1P4 antagonist | BaF3 tox | NPY2 pot ag | NPY1 pot ag | NCF1 inh | Ba/F3 V617F tox
CCOC(=O)Nc1ccccc1N1C(=O)c2ccccc2C1=O | 3 | -0.9 | -3 | -8 | -1 | 9 | 8 | -13 | -4
CC1CCN(C(=O)C2CCCCN2S(=O)(=O)c2cccc([N+](=O)[O-])c2)CC1 (centres undefined) | 22 | 0.8 | 1 | 1 | 4 | -7 | -12 | -3 | 0
FC(F)(F)c1cc(Oc2ccc(Cl)cc2)ncc1-c1nnc(-c2ccc(Cl)cc2)o1 | 2 | 1.3 | x | -8 | 2 | 8 | 19 | 2 | -3
CC(=O)C1=C(C)NC2=C(C(=O)CC(C)(C)C2)C1C (centres undefined) | 23 | 1.7 | 0 | -4 | -1 | 8 | 17 | -2 | -3
CC(=O)c1cnc2c(C(=O)O)cnn2c1C | 19 | -2.1 | 8 | -23 | 2 | -13 | -12 | -1 | -5
O=C(O)CCC(=O)NCc1ccc2[nH]c3c(c2c1)CCCC3 | 27 | -0.5 | 5 | -4 | 6 | 7 | 16 | -24 | 0
COc1cc(-c2cc(C(=O)Nc3c(Cl)cc(Cl)cc3Cl)c3ccccc3n2)cc(OC)c1OC | -1 | 0.7 | 0 | -14 | 7 | -24 | -34 | -11 | 1
Cc1cnc(NC(=O)CSc2nnc(N)s2)s1 | -33 | 1.9 | 2 | -12 | 5 | 13 | -7 | -7 | -2
COC(=O)Cc1ccc(NC(=S)NC2CC2)cc1 | -3 | -1.0 | x | -2 | -2 | 4 | -11 | -11 | -2
O=c1c2cc(NC(=S)NC3CCCC3)ccc2nc2n1CCCCC2 | 11 | 1.6 | -5 | 11 | 3 | 3 | -5 | -2 | 1
Cc1ccc(Nc2cc(-n3nc(C)cc3C)ncn2)cc1 | 47 | 0.7 | 5 | -12 | 7 | -24 | -12 | -3 | -1
Cn1nc(CC(=O)Nc2ccc3c(c2)OCCO3)c2ccccc2c1=O | x | 0.9 | -6 | -13 | 53* | 16 | 5 | -6 | 48*
CCN1CCN(CC(O)COc2ccc(Cl)cc2)CC1 (centres undefined) | -5 | 0.1 | 4 | -9 | 1 | -17 | -27 | -2 | -4
S=C1CSc2ccccc2N1 | 8 | 1.0 | 5 | 1 | 2 | 8 | 3 | -5 | -4
O=C(CN1C(=O)NC2(CCCCC2)C1=O)NCc1cccs1 | -6 | -2.0 | 6 | -1 | 3 | -17 | -5 | -12 | 3
Cc1cc(C)c2c(N)c(C(=O)N/N=C/c3ccccc3)sc2n1 | 19 | 2.1 | x | -8 | 3 | -7 | 14 | -19 | -4
COc1ccc(-c2cc(C(=O)NCc3ccc(Cl)cc3)no2)cc1OC | 73* | -3.2 | 6 | -21 | 3 | 6 | -2 | -8 | -3
CCOC(=O)c1ccc(-c2ccc(/C=N/NC(=O)CN(c3ccccc3Br)S(C)(=O)=O)o2)cc1 | 39 | -0.3 | -3 | -11 | 3 | -6 | -14 | -41 | 4
Cc1ccc(Oc2ccc(NC(=O)CSc3n[nH]c(N)n3)cc2)cc1 | 26 | -1.0 | -4 | 4 | 6 | 16 | 27 | -5 | 0
COc1cccc(-n2cnc3sc(C)c(C)c3c2=O)c1 | -27 | 1.2 | 4 | -15 | 4 | -5 | -23 | -5 | -3
Cc1ccc(C(C)(C)C)c(OCCN2CCCC2)c1 | 7 | 2.3 | 19 | -11 | 2 | -13 | -37 | -2 | -3
Cc1ccc(O)c(-c2cc(C(=O)Nc3ccc(S(=O)(=O)Nc4nc(C)cc(C)n4)cc3)[nH]n2)c1 | 3 | 1.5 | -5 | -11 | 8 | -1 | 12 | -17 | 3
Cc1onc(-c2ccccc2)c1C(=O)Nc1ccc(-c2nnc3n2CCCCC3)cc1 | 16 | 0.4 | -2 | -1 | 0 | -16 | -7 | -18 | 1
CCOc1ccc(N=C2NN=C(c3cc(C)n(CC4CCCO4)c3C)CS2)cc1 (centres undefined) | -12 | -1.6 | 6 | 2 | 9 | 0 | 2 | -17 | 3
O=C(NC(=S)NCCc1ccccn1)c1ccco1 | -8 | 1.0 | -1 | 4 | 1 | 0 | 4 | -6 | 0
c1ccc(COc2ccc(OCCCNC3CCCC3)cc2)cc1 | 52 | -1.5 | 6 | 5 | 4 | -1 | 0 | -14 | 0
Cc1ccc(CNC(=O)c2ccccc2N)cc1 | 10 | -1.1 | 4 | -3 | 4 | 7 | -38 | -12 | -1
Cc1ccc(C(=O)COc2ccccc2N2C(=O)c3ccccc3C2=O)cc1 | 7 | 1.0 | 3 | -12 | 3 | 17 | 14 | -39 | -5
CCOc1[nH]n(-c2ccccc2)c(=O)c1C=Nc1ccc(F)cc1F | 50 | 0.4 | 1 | -14 | 3 | -6 | 0 | 11 | 1
Cn1nnc2cc(C(=O)Nc3ccc(Cl)cc3)ccc21 | -20 | -0.2 | 3 | -6 | 3 | 0 | 7 | -17 | -2
CCOC(=O)c1c(NC(=S)Nc2ccc(OCC)cc2)sc2c1CCN(C)C2 | 14 | 1.6 | x | -13 | -1 | -2 | -6 | -7 | -2
COc1ccccc1NC(=O)N(CCN(C)C)Cc1cc2cc(C)ccc2[nH]c1=O | -7 | 0.4 | 10 | 9 | 2 | 7 | -13 | 4 | -2
COCC(=O)NC1CCN(C(=O)NCc2ccccc2)CC1 | 15 | -1.1 | 0 | -5 | 1 | 8 | -9 | 3 | -1
CC1=C2C(=O)OC(c3ccoc3)C2(C)CCC1 (centres undefined) | -5 | 2.7 | -2 | -4 | 5 | -5 | 10 | -3 | 3
O=C1N/C(=N/S(=O)(=O)c2ccccc2)S/C1=C/c1cccnc1 | -12 | 0.8 | -3 | -6 | 4 | 16 | 0 | -19 | 2
CN(C(=O)c1cccnc1)c1nnc(-c2cnccn2)s1 | 14 | 1.1 | 2 | -19 | 1 | 9 | -1 | -7 | 0
COc1ccc(N2C(=O)C(Cl)=C(Nc3c(C)n(C)n(-c4ccccc4)c3=O)C2=O)cc1 | -65 | -0.2 | 3 | -1 | 2 | 12 | 8 | -11 | -2
O=C(NNC(=O)c1cccnc1)Nc1ccc([N+](=O)[O-])cc1 | 15 | -1.9 | 6 | -18 | 7 | 14 | 26 | -1 | 7
COc1ccc(S(=O)(=O)c2ccc(OC)cc2)cc1 | 12 | -1.4 | 1 | -14 | 9 | 10 | 4 | -6 | 0
COc1ccc(CNC(=O)CSc2nnc(-c3cccnc3)n2N)cc1 | -6 | 1.0 | 0 | -12 | 82* | -10 | -18 | -4 | 6
Cc1nonc1NC(=O)CSc1nc(C23CC4CC(CC(C4)C2)C3)nc2ccccc12 | 100* | 2.6 | x | -14 | -1 | -18 | -10 | -11 | -4
CC(=O)Nc1nc(S(=O)(=O)c2ccc(C)cc2)c(Cl)s1 | 42 | 3.2 | 2 | 3 | 9 | 9 | -33 | -9 | 1
O=[N+]([O-])c1ccc(S(=O)(=O)NCCN2CCOCC2)cc1 | -12 | -1.6 | 2 | -10 | 7 | -8 | -3 | -2 | 0
O=C1CC(SC(=NCc2ccc3c(c2)OCO3)Nc2ccccc2)C(=O)N1 (centres undefined) | 32 | 1.4 | -3 | 0 | 6 | 6 | -13 | -11 | 6
Cc1ccc(CNCC(O)(c2ccccc2)c2ccc(Cl)cc2)cc1 (centres undefined) | 99* | -0.2 | 15 | -17 | 29* | -18 | -27 | -2 | 19
COC(=O)c1cc(=O)n(Cc2ccc(OC)c(OC)c2)c(=Nc2ccc(F)cc2)s1 | 31 | 0.0 | 9 | -17 | 9 | -6 | -17 | -5 | 0
Cc1cc(C)c2c(C)c(C(=O)NCc3ccncc3)oc2c1 | 24 | -0.9 | 0 | -17 | 4 | 21 | 2 | -1 | -2
O=C(Nc1ccc2c(c1)C(=O)NC2=O)c1ccc2ncsc2c1 | 9 | 1.0 | -1 | -9 | 4 | 5 | -19 | -22 | 1
O=C(CSc1nnc(Cc2ccccc2)n1-c1ccc(F)cc1)N1CCOCC1 | 11 | -0.1 | 2 | 5 | 4 | -4 | 3 | -4 | -1
Nc1c(C(=O)NCCN2CCOCC2)c2nc3ccccc3nc2n1CCc1ccccc1F | 64 | 2.5 | 0 | 21 | 9 | -1 | 18 | -29 | 5

Structures from the list above that contain a nitro group on carbon:
SMILES | CHOP inhibitor | S1P4 agonist | NPY Y1 blocker | S1P4 antagonist | BaF3 tox | NPY2 pot ag | NPY1 pot ag | NCF1 inh | Ba/F3 V617F tox
CC1CCN(C(=O)C2CCCCN2S(=O)(=O)c2cccc([N+](=O)[O-])c2)CC1 (centres undefined) | 22 | 0.8 | 1 | 1 | 4 | -7 | -12 | -3 | 0
O=C(NNC(=O)c1cccnc1)Nc1ccc([N+](=O)[O-])cc1 | 15 | -1.9 | 6 | -18 | 7 | 14 | 26 | -1 | 7
O=[N+]([O-])c1ccc(S(=O)(=O)NCCN2CCOCC2)cc1 | -12 | -1.6 | 2 | -10 | 7 | -8 | -3 | -2 | 0

(further entries)
SMILES | CHOP inhibitor | S1P4 agonist | NPY Y1 blocker | S1P4 antagonist | BaF3 tox | NPY2 pot ag | NPY1 pot ag | NCF1 inh | Ba/F3 V617F tox
COc1c2ccoc2c(OCC=C(C)C)c2oc(=O)ccc12 | 15 | 0.8 | 12 | 9 | 1 | -6 | -18 | 5 | -3
Cc1[nH]n2c(=O)c3c(nc2c1-c1ccc(Cl)cc1)CCC3 | 51 | 0.7 | 1 | -16 | 1 | 6 | -5 | -6 | -3
Cc1cccc(S(=O)(=O)N2CCC(CO)(Cc3ccccc3)CC2)c1 | 9 | 1.6 | -4 | -7 | 3 | 4 | 8 | -8 | 0
Cc1ccc(OCC(=O)N/N=C\c2ccc(O)c([N+](=O)[O-])c2)c([N+](=O)[O-])c1 | 3 | 2.3 | -4 | -5 | 6 | -1 | -5 | -5 | 1
COc1ccc(-c2oc3cc(OC)c(O)c(OC)c3c(=O)c2OC)cc1O | 23 | 1.5 | 3 | 8 | 1 | -28 | -16 | 4 | 8
COc1cccc(C2=N/C(=C\N(C)C)C(=O)O2)c1 | -17 | -1.4 | -8 | 5 | 1 | 16 | 4 | 2 | 2
COc1ccc(CNC(=O)C(C)N=C2NS(=O)(=O)c3ccccc32)cc1OC (centres undefined) | -7 | -0.2 | -2 | -23 | 3 | 2 | 4 | -2 | -1
O=C(NCCN1CCCC1)c1ccc(CS(=O)(=O)c2c(Cl)cccc2Cl)o1 | -32 | -1.1 | -1 | -13 | 6 | 14 | 7 | -11 | -2
Cc1ccn2c(CNC(C)CCn3cccn3)c(C(=O)N3CCCCCC3)nc2c1 (centres undefined) | 32 | 0.4 | 6 | -6 | 7 | -21 | 1 | -4 | 0
Cc1ccc(S(=O)(=O)NN2C(=O)/C(=C/c3ccccn3)SC2=S)cc1 | 10 | 1.3 | 12 | -13 | 5 | 2 | -17 | -5 | 1
Cc1ccc(S(=O)(=O)N[C@H](C(=O)Oc2ccc3c(C(F)(F)F)cc(=O)oc3c2)c2ccccc2)cc1 | 75* | 0.5 | 1 | 41* | 2 | -2 | 4 | -11 | -5
CCCCCc1ccc(OCCCC[n+]2cccc(C)c2)c(CCCCC)c1 | 89* | 0.2 | 12 | -12 | 95* | -6 | -16 | 20 | 102*
FC(F)(F)c1cccc(Cn2nnnc2-c2ccc(Cl)cc2)c1 | 60 | -2.3 | 6 | -2 | 3 | -19 | -59 | 6 | 2
COc1cc(NC(=S)NCc2ccco2)cc(OC)c1 | 3 | 1.7 | -1 | 6 | 2 | -11 | -3 | -6 | -1
CCOC(=O)CSc1snnc1-c1ccccc1 | 25 | -2.3 | 1 | -20 | 1 | -4 | -33 | 11 | -3
O=C(O)Cc1csc(-c2ccccc2)n1 | 1 | 0.5 | 11 | -5 | 3 | 10 | 2 | -4 | -3

An unsorted share of the library. About 7.1% of those tested had a hit in this group.
